# Source: PubChem
# SMARCA2 act: SMARCA2 function activation, primary screen; 370,000 compounds, 1% hits; MG213 cells, MMTV-luciferase reporter, dexamethasone, overnight; activation, % at 9.1 µM; in the data active means activation above about 7.8%;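 further: 0% = vehicle wells and 100% = reference activator wells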
# ssDAF12 agonist: activators of S. stercoralis DAF-12 nuclear receptor; HEK293 ssDAF-12/GRIP1 lit1-tk-luc reporter, luminescence; % of 3 µM dafachronic acid response; activation, % at 6.8 µM; 370,000 compounds, 1% hits; AID 652126;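 active means activation above the mean over all tested compounds plus 3 SD, cut at about 0.9% in these data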;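 further: 0% = DMSO-only wells and 100% = 3 µM delta7-dafachronic acid wells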
# ADAM17 inh: inhibits human ADAM17; inhibition, % at 6.95 µM; recombinant ADAM17, EDANS/DABCYL FRET peptide cleavage; P78536; 370,000 compounds, 0.83% hits;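 active means inhibition above the mean of compounds lying between control limits plus 3 SD, set per campaign, cut at about 8.5% in these data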;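 further: 0% = DMSO-only wells as the low control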
# DAX1 inh-1: inhibitors of human orphan nuclear receptor DAX1 (NR0B1); P51843; HEK293 Gal4-DAX1 luciferase reporter, luminescence; inhibition, % at 6.75 µM; 340,000 compounds, 0.99% hits; AID 504766;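 active means inhibition above the mean over all tested compounds plus 3 SD, cut at about 4.2% in these data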;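 further: 0% = DAX1-transfected cells with DMSO and 100% = empty-vector control cells with DMSO; inhibition shows as a rise in luminescence from relieved DAX1 repression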
# Target sequence (P51843 207-470 limits assumed): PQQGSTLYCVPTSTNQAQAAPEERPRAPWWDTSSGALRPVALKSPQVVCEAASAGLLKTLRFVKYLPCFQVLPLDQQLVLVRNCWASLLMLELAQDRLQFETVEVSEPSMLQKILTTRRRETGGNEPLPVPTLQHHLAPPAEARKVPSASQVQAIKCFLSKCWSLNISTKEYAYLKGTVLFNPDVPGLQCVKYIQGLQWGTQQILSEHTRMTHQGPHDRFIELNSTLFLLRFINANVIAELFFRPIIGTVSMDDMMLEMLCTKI
# hcDAF-12 act: H. contortus DAF-12 activation, primary screen; HEK293 hcDAF-12 lit1-tk-luc reporter, luminescence; 0% DMSO, 100% Δ7-dafachronic acid; activation, % at 6.8 µM; 370,000 compounds, 1.4% hits;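 active means activation above the mean of all tested compounds plus 3 SD, cut at about 5.5% in these data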;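 further: 100% = response to 3 µM Δ7-dafachronic acid high control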
# PLCg1 inh: PLC-gamma1 (human) inhibition, primary screen | P19174 | purified PLC-gamma1, fluorogenic substrate, fluorescence | inhibition, % at 12.2 µM | 370,000 compounds, 0.84% hits | AID 720700; in the data active means inhibition above about 9.5%
# DAX1 inh-2: inhibitors of DAX1 repression of SF-1 activated StAR promoter; HEK293T StAR-luciferase reporter, SF-1/DAX-1 repression relief; inhibition, % at 6.8 µM; 370,000 compounds, 1.1% hits; AID 652010;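 active means inhibition above the mean over all tested compounds plus 3 SD, cut at about 3.6% in these data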;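 further: 0% = DAX-1 cells with DMSO and 100% = cells lacking DAX-1 with DMSO; higher inhibition means more luminescence from relief of DAX-1 repression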
# MBD2 inh: inhibitors of human MBD2 binding to methylated oligonucleotide; Q9UBB5; inhibition, % at 4.4 µM; AID 686964; TR-FRET; 370,000 compounds, 0.31% hits; in the data active means inhibition above about 13%
# PLCb3 inh: blocks human PLC-beta3 enzyme activity | Q01970 | Purified PLC-beta3, fluorogenic substrate, fluorescence | inhibition, % at 12.2 µM | 370,000 compounds, 0.18% hits | AID 720704; in the data active means inhibition above about 11%;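 further: 0% = median of compound wells on plate and 100% = full blocker control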
# hgDAF-12 ag: activates the H. glycines DAF-12 receptor ligand-binding domain; 370,000 compounds, 1.8% hits; HEK293 GAL4-hgDAF12 UAS-luciferase reporter, agonist luminescence; normalized to butyrate control; activation, % at 6.8 µM; AID 687014;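 active means activation above a cutoff set at the mean of all screened compounds plus 3 SD, cut at about 10% in these data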;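 further: 0% = DMSO wells and 100% = sodium butyrate wells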
# NR1D1 modulator: modulates human Rev-erb alpha binding to DNA | AID 1259318 | 370,000 compounds, 0.79% hits | Rev-erbα–FITC-DNA binding, fluorescence polarization, 90 min | activity, % at 10 µM;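 active means activity above about 14%, limit read from the data; passing the limit was not always enough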;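 further: 0% = DMSO wells with 35 nM protein and 100% = DMSO wells with 750 nM protein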
# Target sequence (P20393 whole entry, looked up): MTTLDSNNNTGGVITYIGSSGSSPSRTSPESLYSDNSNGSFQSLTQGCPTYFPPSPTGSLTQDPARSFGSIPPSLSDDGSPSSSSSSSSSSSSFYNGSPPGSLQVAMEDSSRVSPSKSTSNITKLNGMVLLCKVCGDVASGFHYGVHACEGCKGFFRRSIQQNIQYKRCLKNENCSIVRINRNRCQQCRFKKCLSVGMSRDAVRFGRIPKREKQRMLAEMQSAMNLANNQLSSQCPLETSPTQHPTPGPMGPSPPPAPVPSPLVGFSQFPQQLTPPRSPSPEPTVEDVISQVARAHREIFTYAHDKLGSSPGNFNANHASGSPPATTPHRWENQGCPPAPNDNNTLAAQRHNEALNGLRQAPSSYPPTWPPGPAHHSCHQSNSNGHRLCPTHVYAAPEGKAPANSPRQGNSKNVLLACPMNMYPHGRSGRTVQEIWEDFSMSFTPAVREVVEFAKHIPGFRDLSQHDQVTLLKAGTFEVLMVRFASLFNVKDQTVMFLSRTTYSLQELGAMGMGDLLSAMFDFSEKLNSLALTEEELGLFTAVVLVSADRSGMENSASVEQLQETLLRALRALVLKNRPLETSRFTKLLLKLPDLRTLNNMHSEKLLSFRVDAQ
# * hit, by the source's call; x = no result given.
SMILES,SMARCA2 act,ssDAF12 agonist,ADAM17 inh,DAX1 inh-1,hcDAF-12 act,PLCg1 inh,DAX1 inh-2,MBD2 inh,PLCb3 inh,hgDAF-12 ag,NR1D1 modulator
Cc1ccc(-n2c(=O)cc(N3CC(C)OC(C)C3)[nH]c2=O)cc1 (stereo unspecified),-3,-1.6,-1,0.6,1.1,1,-0.1,-5,1,-0.8,9
Cc1ccc(NC(=O)CN(c2ccc(Cl)cc2)S(=O)(=O)c2cc([N+](=O)[O-])ccc2Cl)cc1,4,-1.1,1,0.0,1.0,2,0.3,2,2,-1.2,-1
COc1cccc(C2C(C#N)=C(N)OC(C(C)(C)C)=C2C#N)c1 (stereo unspecified),0,-1.2,-2,2.0,-1.1,-4,-0.3,4,-5,0.2,1
CC(C)(C)NC(=O)COC(=O)CCC(=O)c1cccs1,-1,-1.6,-4,-0.6,1.7,-1,0.5,0,-7,-1.1,-5
CC1CN(C2CCN(C(=O)COc3ccccc3)CC2)CC(C)O1 (stereo unspecified),-2,-0.8,-1,0.7,0.4,-2,-0.2,1,-4,-1.6,0
CC(=O)c1ccc(NC(=O)c2sc3nc4n(c(=O)c3c2C)CCCCC4)cc1,9.7*,-0.2,-3,-0.2,3.5,2,4.0*,0,-11,7.0,6
CCCCC(=O)Nc1ccc(NC(=S)NC(=O)CC)cc1OC,-1,-1.6,-1,-0.3,-2.0,-1,0.1,2,1,-6.1,-4
CC(C)C(NC(=O)c1ccc2c(c1)OCO2)C(=O)N/N=C\c1ccco1 (stereo unspecified),-2,-1.0,-1,-1.0,-0.6,6,-0.2,0,-1,-3.6,3
Cc1c(C(=O)NNC(=O)c2ccncc2)oc2ccc(Br)cc12,-3,-1.8,-1,0.8,0.5,-6,1.6,1,-16,-0.5,-3
CCN(CC)S(=O)(=O)c1cccc(-c2nnc(SCC(=O)NC3CCCCCCC3)n2N)c1,-4,-2.1,0,0.8,-2.1,0,-1.1,5,2,-2.8,2
O=C(c1ccc(Cl)cc1)C(Cn1cncn1)C(Sc1ccccc1)c1ccccc1 (stereo unspecified),-5,-0.6,3,-3.5,0.2,-1,-0.7,-1,-4,-1.7,6
CCCCCCn1nc(C(=O)N(CCCC)c2c(N)n(CCC)c(=O)[nH]c2=O)c2ccccc2c1=O,0,-1.8,0,0.4,0.5,2,-0.7,5,-4,0.1,-3
COc1ccc(CNC(=O)N2CCN(S(=O)(=O)c3ccccc3)CC2)cc1,-2,-0.7,-5,0.2,-2.1,0,-0.5,3,-5,1.8,-4
CCN1CCN(CC(=O)Nc2cc3c(cc2C(C)=O)OCO3)CC1,-4,0.1,-6,0.2,-0.1,-12,2.0,1,-28,3.0,-7
CN1CCN(C(c2cccc(C(F)(F)F)c2)c2nnnn2Cc2ccccc2)CC1 (stereo unspecified),-3,-1.0,-5,-0.2,0.2,0,0.5,-1,-1,0.9,-1
COc1ccc(CNC2CCCC2)c(OC)c1OC,-3,-1.0,2,3.3,0.7,5,0.2,1,6,-2.0,5
CC(C)CC(=O)NC(=S)NNC(=O)c1ccc(NC(=O)C2CCCCC2)cc1,1,-0.3,3,-1.2,1.6,-3,-1.5,-4,-3,-1.0,9
COc1ccc(NC(=O)Cn2nnc(C(=O)NCCc3ccccc3)c2N)cc1,0,-1.7,-4,-0.6,-0.3,2,-0.6,2,-2,-0.2,6
Fc1ccc2cc(-c3ccccc3)ncc2c1,3,-0.3,-5,1.7,2.9,1,1.6,2,-3,9.2,-2
CC1CCC2(CC1)NC(=O)N(CC(=O)NCc1cccs1)C2=O (stereo unspecified),-5,-1.0,-2,-0.5,-1.5,1,-0.2,9,-2,-1.4,-1
COc1ccccc1OCC(O)CN1CCOCC1 (stereo unspecified),-2,-0.7,-2,0.8,-0.4,-3,-0.3,1,-4,-0.3,-2
CCOC(=O)C1=C(C)NC(C)=C(C(=O)OCC)C1c1cc2ccc(C)cc2[nH]c1=O,-1,0.3,-47,-3.2,1.6,-75,-1.8,4,-91,1.2,0
COc1cc(-c2nc(-c3ccccc3)c(-c3cccs3)[nH]2)cc(OC)c1O,-2,-0.2,-56,-1.1,-0.1,-206,-0.6,3,-292,0.9,4
CCc1ccc(/C=C/C(=O)c2ccc(N3CCOCC3)cc2)cc1,2,-2.1,5,-2.3,6.8*,-31,0.0,0,-29,2.6,7
Cc1cccc(NC(=O)C(NS(=O)(=O)c2ccc3c(c2)CCC(=O)N3)c2ccccc2)n1 (stereo unspecified),0,0.0,-4,1.3,1.9,-2,-0.1,2,1,1.3,-3
COc1ccc(CCN2CC(C(=O)NCCc3ccc(F)cc3)CCC2=O)cc1 (stereo unspecified),1,-0.8,-1,0.7,-0.9,1,-0.9,0,-2,-1.9,-1
COc1cccc(NC(=O)CN(C)C(C)C(=O)Nc2ccc(C(C)=O)cc2)c1 (stereo unspecified),2,-1.1,-3,6.8*,-1.4,0,-0.3,3,3,-5.0,0
O=C(NCCc1cn2ccccc2n1)c1cc(COc2c(F)cccc2F)on1,-2,-1.1,-2,-1.4,-1.0,-3,-0.7,-1,1,4.2,0
O=C(NCC(c1ccco1)N1CCc2ccccc21)C(=O)Nc1ccc(F)cc1F (stereo unspecified),1,-0.4,-1,-2.5,-0.2,-5,2.9,-1,2,3.7,9
COc1ccccc1CNC(=O)c1[nH]c(C)c(C(C)=O)c1C,-4,-1.0,-1,-1.0,-1.2,3,0.2,-1,-4,-2.5,-3

# The last 5 compounds of the part before open the next one.
SMILES,SMARCA2 act,ssDAF12 agonist,ADAM17 inh,DAX1 inh-1,hcDAF-12 act,PLCg1 inh,DAX1 inh-2,MBD2 inh,PLCb3 inh,hgDAF-12 ag,NR1D1 modulator
COc1ccc(CCN2CC(C(=O)NCCc3ccc(F)cc3)CCC2=O)cc1 (stereo unspecified),1,-0.8,-1,0.7,-0.9,1,-0.9,0,-2,-1.9,-1
COc1cccc(NC(=O)CN(C)C(C)C(=O)Nc2ccc(C(C)=O)cc2)c1 (stereo unspecified),2,-1.1,-3,6.8*,-1.4,0,-0.3,3,3,-5.0,0
O=C(NCCc1cn2ccccc2n1)c1cc(COc2c(F)cccc2F)on1,-2,-1.1,-2,-1.4,-1.0,-3,-0.7,-1,1,4.2,0
O=C(NCC(c1ccco1)N1CCc2ccccc21)C(=O)Nc1ccc(F)cc1F (stereo unspecified),1,-0.4,-1,-2.5,-0.2,-5,2.9,-1,2,3.7,9
COc1ccccc1CNC(=O)c1[nH]c(C)c(C(C)=O)c1C,-4,-1.0,-1,-1.0,-1.2,3,0.2,-1,-4,-2.5,-3
Cc1cccc(/C=C2\Oc3cc(OS(C)(=O)=O)ccc3C2=O)c1,-3,-1.9,-6,-0.2,0.6,-79,-0.2,0,-117,1.6,-5
Cc1c(NC(=O)CSc2ccccc2C(=O)Nc2cccnc2)c(=O)n(-c2ccccc2)n1C,-1,-1.2,-3,-0.8,-1.5,0,-0.7,1,3,0.8,-1
COC(=O)C1=C(C)N(C)C(=S)NC1c1ccc(OC)cc1OC (stereo unspecified),2,-2.3,-1,-0.7,-0.8,4,-0.3,-5,2,-2.5,2
CCC(=O)Nc1cc(-c2nn(C)c(=O)c3ccccc23)ccc1N1CCCCC1,3,-0.9,0,1.3,-1.1,-3,-0.2,1,-3,-2.3,-3
Cn1c(N)c(C(=O)c2ccc(C#N)cc2)c(=O)n(C)c1=O,-3,-1.2,0,-0.7,1.9,0,0.1,4,2,-0.1,-4
Cc1cc(C)c(C(O)c2ncc(-c3cccc(F)c3)[nH]2)c(C)c1 (stereo unspecified),-1,-0.6,3,x,-1.0,5,-0.8,3,2,-1.3,2
CC(=O)Nc1ccc(S(=O)(=O)NCC(=O)OCC(=O)c2cc(C)n(-c3ccc4c(c3)OCO4)c2C)cc1,2,-1.3,-3,-0.2,-1.0,0,-0.9,-6,-1,2.3,-2
Cc1cc([N+](=O)[O-])nn1CC(=O)NCCCN1CCOCC1,-2,-1.1,-1,0.3,-1.3,0,0.1,-6,1,2.0,-4
COCC(=O)NCCSc1c(C)[nH]c2ccccc12,1,-0.6,0,0.7,-0.8,-1,-0.2,3,2,2.9,-2
CCCCn1c(N)c(N(CCOC)C(=O)C2CC(=O)N(c3ccc(CC)cc3)C2)c(=O)[nH]c1=O (stereo unspecified),-2,-0.9,-2,-0.4,1.8,-4,-0.8,1,-6,-1.6,-7
COc1cc(C(=O)Nc2ccc3nc4n(c(=O)c3c2)CCCC4)ccc1Br,0,-1.2,-6,-0.1,-1.6,-1,-0.5,-6,-5,-0.4,3
CCCN(CCC)CCNS(=O)(=O)c1ccc2c(c1)CCN2C(=O)C1CCC1,4,-0.9,2,-0.6,-1.3,4,0.7,-1,5,1.5,7

# Whole records, quoted from the list:
# Cc1c(NC(=O)CSc2ccccc2C(=O)Nc2cccnc2)c(=O)n(-c2ccccc2)n1C in the list: SMARCA2 act = -1; ssDAF12 agonist = -1.2; ADAM17 inh = -3; DAX1 inh-1 = -0.8; hcDAF-12 act = -1.5; PLCg1 inh = 0; DAX1 inh-2 = -0.7; MBD2 inh = 1; PLCb3 inh = 3; hgDAF-12 ag = 0.8; NR1D1 modulator = -1
# CCCN(CCC)CCNS(=O)(=O)c1ccc2c(c1)CCN2C(=O)C1CCC1 in the list: SMARCA2 act = 4; ssDAF12 agonist = -0.9; ADAM17 inh = 2; DAX1 inh-1 = -0.6; hcDAF-12 act = -1.3; PLCg1 inh = 4; DAX1 inh-2 = 0.7; MBD2 inh = -1; PLCb3 inh = 5; hgDAF-12 ag = 1.5; NR1D1 modulator = 7

# This is a random part of the collection; any-hit rate near 7.4%.
